Screening data: PubChem BioAssay, National Center for Advancing Translational Sciences (NCATS)
Abeta rescue – compounds reversing amyloid beta toxicity in yeast. yeast expressing A-beta42, growth rescue, OD600, 48 h; response scale: 0% DMSO, 100% iron-clioquinol control. AID 1347071. 410,000 compounds, 0.063% hits. Potency, µM (series often up to 46.1 µM), for inactives: at the highest dose growth rescue, actives largely listed as activators; note: potency is the fitted concentration of half-maximal effect; nearly all actives have a fitted effect of over 55% in size
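Yeast growth medium received pinned compounds, then yeast cells expressing toxic A-beta were added; plates incubated at 30 C for 48 hr. Growth read as absorbance at 600 nm, normalized to DMSO and equimolar FeCl3 plus clioquinol controls.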
TGFb SMAD3 inh – inhibitors of TGF-b signaling. Potency, µM (top dose mostly 46.1 µM), without a hit: top-dose activity, negative = inhibition, actives largely listed as inhibitors. AID 588855. HepG2 CAGA-GFP TGF-b/SMAD3 reporter, GFP fluorescence, 18 h; TGF-beta stimulated, 500 pg/mL final. 410,000 compounds, 1.2% hits; note: potency is the fitted concentration of half-maximal effect; % is set by controls: 0 for no effect and ±100 for the full control effect; nearly all actives have a fitted effect of over 65% in size
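Using HEPG2 CAGA-GFP reporter cells at 1000 cells/well, we pinned test compounds, stimulated with recombinant TGF-beta (500 pg/mL final) and measured total well GFP after 18 h.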
A549 viability – A549 cytotoxicity, counter-screen for Nrf2 inhibitors | A549 ARE-Fluc cells, CellTiter-Fluor viability, 18-24 h | Potency, µM (doses to about 46 µM), for the others: top-dose activity change, negative = cytotoxicity, hits mostly inhibitors | 390,000 compounds, 0.16% hits; note: potency is the fitted concentration of half-maximal effect; % is set by controls: 0 for no effect and ±100 for the full control effect
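A549 ARE-Fluc cells in 5% FBS OPTI-MEM, 5000 cells/well, rested 2 h then exposed to compounds in concentration-response for 18-24 h at 37 °C. Viability by CellTiter-Fluor fluorescence (Ex 405/Em 525) after 30 min; luciferase luminescence (BugLite, 15 min, RT) read afterwards.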
Nrf2 activator – activates Nrf2 signaling. AID 624171. Potency, µM (doses to about 46.1 µM), without a hit: at the highest dose activation, usual class: activators. 410,000 compounds, 0.31% hits. AREc32 ARE-luciferase reporter (MCF7-derived line), luminescence, 24 h; note: potency is the fitted concentration of half-maximal effect; % of control where 0% means no effect; nearly all actives have a fitted effect of over 65% in size
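Quantitative high-throughput format: AREc32 reporter cells, 1000 per well, received compound by pin transfer and were incubated 24 hr at 37 deg C, 5% CO2, before Steady-Glo luminescence detection.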
CCT modulator – modulators of cytosolic chaperonin (CCT/TRiC) activity; AID 651819; activity change, % (no concentration beside the values), hits read low; purified chaperonin ATPase assay, HTRF ADP detection, 30 min; 360,000 compounds, 0.3% hits; in the data active = activity change below about -30%; note: % is set by controls: 0 for no effect and ±100 for the full control effect
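ATPase activity: ADP formed was measured by HTRF Transcreener (665/615 nm ratio) after 30 min at 37 deg C with 10 uM ATP. Compounds screened at one 76 uM concentration against 40 or 20 nM TRiC in Tris pH 7.4/KCl/MgCl2/DTT buffer.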
Nrf2 block – inhibitors of Nrf2 signaling; AID 504444; A549 ARE-Fluc reporter, luciferase luminescence, 18-24 h; Potency, µM (highest dose often 46 µM), for the others: at the top dose activity change, negative = inhibition, actives largely listed as inhibitors; 360,000 compounds, 2.1% hits; note: potency is the fitted concentration of half-maximal effect; % is set by controls: 0 for no effect and ±100 for the full control effect; nearly all actives have a fitted effect of over 60% in size
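A549 ARE_Fluc cells, 5000/well, 5% FBS OPTI-MEM; compounds in dose-response, 18-24 h at 37 °C/5% CO2; CellTiter-Fluor viability read (Ex 405/Em 525), then BugLite luciferase luminescence = Nrf2 activity.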
pAkt inh – inhibitors of Akt phosphorylation; Neuro2A IGF-stimulated pAkt S473 HTRF, 20 min; active compounds read low; activity change, % for hits at 50 µM; 360,000 compounds, 0.32% hits; AID 651550; in the data active = activity change below about -80%; inconclusive = mostly about -51% to -80%; note: % is set by controls: 0 for no effect and ±100 for the full control effect
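Neuro2A cells in DMEM with 0.5% FBS, overnight at 37 deg C, given compound at single 50 µM final, then IGF (6 nM final) for 20 min at 37 deg C. Lysed; phospho-Akt Ser473 by HTRF after 24 h, 665/615 ratio.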
MmCpn inh – inhibitors of Methanococcus maripaludis chaperonin (MmCpn); purified Mm-Cpn ATPase, ADP Transcreener TR-FRET; Potency, µM (highest dose often 76.9 µM), for inactives: at the top dose activity, negative = inhibition, actives largely listed as inhibitors; 330,000 compounds, 0.031% hits; note: potency is the fitted concentration of half-maximal effect; % is set by controls: 0 for no effect and ±100 for the full control effect; nearly all actives have a fitted effect of over 80% in size
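ATP (10 uM final) was added to archaeal chaperonin (25 nM final) after 10 min exposure to test compound at 37°C; after 30 min further incubation, ADP was detected by competitive TR-FRET.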
HepG2 tox – counter-screen for TGF-b inhibitors: cytotoxicity in HepG2 cells; HepG2 CAGA-GFP viability, ATP luminescence, 18 h; Potency, µM (doses to about 46.1 µM), without a hit: at the highest dose activity change, negative = cytotoxicity, most hits filed as cytotoxic; 410,000 compounds, 0.76% hits; AID 588856; note: potency is the fitted concentration of half-maximal effect; some results filed as inactive show a strong effect at the top dose
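CellTiter-Glo luminescence gave cytotoxicity after 18 hours at 37 degrees C. The cells were HepG2 CAGA-GFP in 1% FBS DMEM, stimulated with 500 pg/mL TGF-beta after compound addition. %Activity was normalised to no-cell wells (complete cell-killing) and DMSO (no toxicity), and curves were fitted and classified.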
* = called active by the depositor; i = inactive; ? = inconclusive; . = no result given; & = joins results of further samples; ! = not active in a repeat; [ ] = another dose, or the depositor's remark. Unless noted, calls come from the whole dose curve; as a rule, active = well fitted curve in the direction sought with a large enough effect; inconclusive = small, poorly fitted or top-dose-only effect, or another doubt; inactive = no such curve, though single readings can be large; an effect the other way counts as inactive or inconclusive.

SMILES	Abeta rescue	TGFb SMAD3 inh	A549 viability	Nrf2 activator	CCT modulator	Nrf2 block	pAkt inh	MmCpn inh	HepG2 tox
COc1ccc(N2CCN(C(=S)Nc3ccc(F)cc3)CC2)cc1	11%	-3%	3%	-0.8%	1.4	-12%	i	-2%	19%
CC(=O)Nc1ccc2c(c1)ncn2-c1ccc(C)cc1	8%	12%	3%	0.1%	0.1	?	i	3%	-4%
Cc1[nH]c(=O)[nH]c(=O)c1S(=O)(=O)NCCOC12CC3CC(CC(C3)C1)C2	-3%	-3%	-3%	-0.3%	1.1	9%	i	-1%	5%
CCc1n[nH]c(=S)n1/N=C/c1c(C)nn(-c2ccccc2)c1Cl	-4%	-1%	0%	0.0%	-4.0	2%	i	-2%	4%
O=C(/C=C/c1ccc(Br)o1)NC(c1ccccc1)c1ccccc1	0%	-44%	-9%	4.6%	0.7	26µM*	i	-4%	-58%
O=C(COC(=O)c1cn(-c2ccccc2)nc1-c1ccccc1)Nc1ncc(Cl)cc1Cl	-3%	-19%	0%	2.6%	0.3	-6%	i	0%	-9%
O=C(c1ccc(OCCN2CCCCC2)cc1)c1c(-c2ccc(O)cc2)sc2cc(O)ccc12	-12%&-18%	?	?	1.5%&6.7%	1.2&-3.1	?	i	-23%	14µM*!
Nc1nn(-c2cccc(F)n2)cc1-c1ccccc1	-10%	4%	1%	12%	-2.1	?	i	0%	0%
CCC1CCCCN1C(=O)c1nn(-c2ccc(C)cc2)c(=O)c2c1c1ccccc1n2C (stereo not drawn)	-15%	-12%	3%	0.4%	.	11%	.	.	5%
Cc1nnc(SCC(=O)N2CCC(Cc3ccccc3)CC2)n(N)c1=O	-15%	-19%	16%	0.2%	2.6	.	i	2%	9%
CCOC(=O)c1ccccc1NC(=O)COC(=O)CC(C)(C)CC1=NS(=O)(=O)c2ccccc2N1	4%	?	-26%	-2.2%	.	.	.	.	-31%
CCc1nc(Cl)c(C#N)c2c1CSC(C)(C)C2	-3%	2%	9%	2.2%	0.0	13%	i	1%	-4%
CCc1ccc2[nH]c3nc(SCC(=O)NCC4CCCO4)nnc3c2c1 (stereo not drawn)	-10%	15%	-11%	-0.1%	-2.8	?	i	0%	-7%
CCOC(=O)CC1COCCN1C(=O)c1cc(COc2ccc(F)cc2Cl)on1 (stereo not drawn)	-11%	10%	-4%	3.0%	2.8	4%	i	0%	7%
CCN(CC)C(=O)CSc1nc2sc(C)c(C)c2c(=O)[nH]1	-1%	-3%	-3%	1.6%	1.4	-15%	i	-2%	3%
COC(=O)CCC(=O)N1CCCC(CO)(Cc2ccccc2F)C1 (stereo not drawn)	-15%	-2%	8%	0.7%	-0.6	3%	i	-1%	-7%
Cc1ccc(CNC(=O)c2cc3cc(C)ccc3n2C)cc1	-1%	-4%	-2%	0.2%	.	?	.	.	1%
Cc1cccc(Cl)c1OCCCCn1ccnc1	-15%	6%	-2%	-0.7%	-2.9	.	.	1%	-6%
S=C(NCCCNC(=S)Nc1ccccc1)Nc1ccccc1	13%	-1%	19%	0.4%	-0.2	15%	i	1%	-5%
COc1ccc(CC(C)N2CCN(c3cccc(C(F)(F)F)c3)CC2)cc1OC (stereo not drawn)	-1%	-22%	-4%	-0.1%	-6.5	-28%	i	-3%	-34%
O=c1c(-c2ccccc2)coc2cc(O)ccc12	-22%	9%	-2%	5.4%	0.3	?	i	-1%	-12%
COc1ccc(N(C(=O)CNC(=O)c2ccco2)C(C(=O)NC2CCCC2)c2cccnc2)cc1 (stereo not drawn)	-10%	32%[activator]	0%	0.0%	0.3	-5%	i	-4%	4%
CCC1CCCCN1CCCNC(=O)c1ccc2c(c1)N(Cc1ccc(F)cc1)C(=O)c1ccccc1S2=O (stereo not drawn)	-5%	?	-7%	17%	-0.8	0%	i	2%	-59%
C=CCNC(=O)C1CCN(S(C)(=O)=O)CC1	10%	1%	0%	0.3%	-1.9	7%	i	2%	7%
Cc1cc(NC(=O)c2ccc(OCC3CCCO3)cc2)ccc1Br (stereo not drawn)	2%	-9%	.	-0.1%	0.5	.	i	.	-27%
Cc1cccc(NC(=O)c2ccc(S(=O)(=O)N(C)C)cc2)n1	?	11%	-1%	4.2%	0.8	.	i	2%	-13%
O=S(=O)(NCc1csc(-c2cccnc2)n1)c1ccc(Cl)s1	-6%	-10%	-2%	4.2%	-2.2	-13%	i	-5%	-7%
OC(COc1ccc(F)cc1Cl)CN1CCc2ccccc2C1 (stereo not drawn)	-18%	-1%	2%	11%	2.3	-6%	i	3%	-11%
Cn1cc(/C=C(\NC(=O)c2ccccc2)C(=O)NCCCn2ccnc2)c2ccccc21	-8%	0%	.	1.1%	0.8	.	i	.	-1%
C[C@H](CO)N1C[C@H](C)[C@@H](CN(C)Cc2cccnc2)OCc2cnnn2CCCC1=O	-7%	19%	.	0.1%	-0.8	.	i	.	-1%
Cc1cc(=O)cc(C)n1-c1ccccc1N1CCOCC1	-8%	-4%	1%	0.4%	1.8	-21%	i	-1%	-1%
N/C(=N\OC(=O)c1ccc(Cl)cc1Cl)c1ccncc1	-94%[inhibitor]	34%[activator]	4%	25%	-0.2	?	i	-1%	2%
Cc1ccc(Nc2nc(N)nc(CCl)n2)c(C)c1	-6%	-8%	-19%	3.5%	-0.3	1%	i	0%	-43%
Cc1ccc(C(=O)O/N=C2\CC3CCC2(C)C3(C)C)cc1 (stereo not drawn)	-11%	11%	-6%	-0.1%	-3.0	2%	i	-9%	5%
COc1ccc(CNC(=O)c2cc(-c3cccs3)nc3ccccc23)c(OC)c1	-14%	-10%	-1%	0.4%	.	20%	.	.	2%
COc1cccc(N2CCN(C3CC(=O)N(c4cccc(Cl)c4)C3=O)CC2)c1 (stereo not drawn)	12%	-1%	16%	0.1%	-0.3	6%	i	-1%	0%

Given with two lines to a compound: part of the list above
Order of results – Abeta rescue	TGFb SMAD3 inh	A549 viability	Nrf2 activator	CCT modulator	Nrf2 block	pAkt inh	MmCpn inh	HepG2 tox
- Cc1ccc(C(=O)O/N=C2\CC3CCC2(C)C3(C)C)cc1 (stereo not drawn)
    -11%	11%	-6%	-0.1%	-3.0	2%	i	-9%	5%
- COc1ccc(CNC(=O)c2cc(-c3cccs3)nc3ccccc23)c(OC)c1
    -14%	-10%	-1%	0.4%	.	20%	.	.	2%

The list goes on.
SMILES	Abeta rescue	TGFb SMAD3 inh	A549 viability	Nrf2 activator	CCT modulator	Nrf2 block	pAkt inh	MmCpn inh	HepG2 tox
O=C(Cc1ccccc1[N+](=O)[O-])N1CCc2ccccc2C1	12%	?	2%	4.2%	-0.8	?	i	-1%	26%
COC(=O)c1ccc(CSc2nc(-c3ccco3)cc(C(F)(F)F)n2)o1	22%	-1%	0%	?	-2.0	-11%	i	0%	1%
CSCCC(NC(=O)c1ccccc1)C(=O)NCC(C)(C)N1CCOCC1 (stereo not drawn)	-18%	18%	?	-1.5%	-0.8	7%	i	0%	-2%
COc1ccc(N2C(=O)CC(NNC(=O)c3ccco3)C2=O)cc1 (stereo not drawn)	-5%	1%	7%	10%	1.4	-10%	i	2%	11%
C=CCC(C(=O)NC(C)c1ccccc1)C(=O)NC(C)c1ccccc1 (stereo not drawn)	12%	0%	-7%	-0.8%	2.6	-17%	i	1%	-16%
CCOc1ccc(N(CC(=O)Nc2cccnc2)S(C)(=O)=O)cc1	-7%	1%	3%	0.3%[9.22 µM]	3.1	3%	i	0%	4%
Cc1cc(C(=O)NC2CCCc3c2cnn3-c2ccc(C)c(C)c2)no1 (stereo not drawn)	-11%	-22%	-19%	0.0%	0.3	10µM*	i	-3%	-32%
Cc1cccc(NC(=O)CCCn2cc([N+](=O)[O-])cn2)n1	-1%	-6%	-5%	0.3%	-14	-5%	i	0%	-2%
O=C(NCC(=O)N1CCCC1C(=O)O)OC1CCCCC1 (stereo not drawn)	7%	-11%	-13%	-0.7%	-2.0	.	i	1%	5%
Cc1cccc(-n2c(C)cc(/C=N\NC(=O)c3ccco3)c2C)c1	-2%	1%	0%	-0.2%	-5.3	29%	i	3%	-5%
CCN(CC)S(=O)(=O)c1ccc2c(c1)nc(CCC(=O)Nc1ccc3c(c1)OCO3)n2CC	22%	-13%	-1%	0.4%	-1.4	-4%	i	1%	-23%
Cc1ccc(Cn2c(=N)c(C(=O)NCC3CCCO3)cc3c(=O)n4cccc(C)c4nc32)cc1 (stereo not drawn)	-1%	-5%	?	0.1%	-1.7	?	i	0%	-17%
CC1(C)CC(=O)C(/C=N/c2ncccc2C(=O)O)=C(O)C1	-3%	-2%	-17%	-0.3%	0.1	-10%	.	-1%	-19%
Cc1cc(C)c2c(CN3CCN(Cc4ccc5c(c4)OCO5)CC3)cc(=O)oc2c1	3%	-3%	-12%	-0.4%	-3.3	-15%	i	-1%	-7%
O=C(Nc1ccccc1C(=O)NCC1CCCO1)c1ccccc1 (stereo not drawn)	-3%	0%	-5%	-0.3%	-3.4	3%	i	2%	-10%
CCCCNC(=S)NCC(c1ccccc1)c1c[nH]c2ccccc12 (stereo not drawn)	?	?	-5%	0.4%	-1.8	-25%	i	0%	-21%
COc1ccc(NC(=O)COC(=O)CCc2ccc(S(=O)(=O)N3CCOCC3)cc2)c(OC)c1	11%	11%	-2%	-0.9%	-3.0	-4%	i	-1%	1%

Hits appear at their usual frequency; any-hit rate near 4.3%.
